Source: PubChem BioAssay (National Center for Advancing Translational Sciences (NCATS))
PKM2 act = activators of human pyruvate kinase M2 | 260,000 compounds, 0.34% hits | Potency, µM (highest dose often 57.5 µM), for the others: top-dose activation, most hits filed as activators | AID 1631 | purified PKM2, Kinase-Glo ATP luminescence, activation; response scale: 0% is enzyme alone, no compound | P14618; further: potency means the concentration at half of the fitted maximal effect; on the % scale 0 is the no-effect control and ±100 the full control effect; nearly all actives have a fitted effect of over 55% in size
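hPK-M2, >95% pure; 0.1 mM ADP / 0.5 mM PEP final; imidazole pH7.2 buffer w/ 7 mM MgCl2, 50 mM KCl; 1 h RT; Kinase-Glo lum. Intermediate enzyme activity for dual inhibitor/activator qHTS.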
Eya2 inh = blocks the phosphatase activity of human Eya2; O00167; recombinant Eya2, OMFP fluorescence dephosphorylation (OMFP is methylfluorescein phosphate); Potency, µM (titrated, usually from 76.9 µM), without a hit: at the top dose activity, negative = inhibition, hits mostly inhibitors; 330,000 compounds, 0.006% hits; further: potency means the concentration at half of the fitted maximal effect; on the % scale 0 is the no-effect control and ±100 the full control effect
Target sequence (O00167 whole entry, looked up): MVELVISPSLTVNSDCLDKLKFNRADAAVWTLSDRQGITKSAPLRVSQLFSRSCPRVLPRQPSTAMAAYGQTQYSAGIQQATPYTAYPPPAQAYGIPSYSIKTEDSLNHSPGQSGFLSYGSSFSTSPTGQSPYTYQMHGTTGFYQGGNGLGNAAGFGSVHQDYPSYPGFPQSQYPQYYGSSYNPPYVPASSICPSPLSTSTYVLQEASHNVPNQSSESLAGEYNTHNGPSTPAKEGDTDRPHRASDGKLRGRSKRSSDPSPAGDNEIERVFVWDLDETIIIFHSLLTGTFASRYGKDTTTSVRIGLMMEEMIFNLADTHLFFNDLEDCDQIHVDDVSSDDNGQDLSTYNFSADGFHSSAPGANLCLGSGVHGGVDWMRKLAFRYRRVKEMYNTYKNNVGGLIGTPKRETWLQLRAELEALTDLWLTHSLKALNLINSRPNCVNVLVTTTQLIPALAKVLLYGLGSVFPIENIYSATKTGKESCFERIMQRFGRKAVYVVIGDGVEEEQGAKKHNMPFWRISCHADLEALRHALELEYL
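Eya2 (0.2 uM) preincubated 10 min at ambient with compound, then OMFP substrate added at 50 uM; 10 min reaction in 50 mM HEPES pH 7.5, 50 mM NaCl, 5 uM MgCl2, 0.05% BSA, 1 mM DTT. Fluorescence read at Ex 485/Em 525 nm.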
Menin-MLL TR inh = inhibitors of human menin-MLL interaction, mutant MLL peptide | AID 1768 | Menin + Texas Red MLL mutant peptide, fluorescence polarization | 270,000 compounds, 0.23% hits | O00255 | Potency, µM (highest dose often 61.6 µM), without a hit: at the top dose FP activity change, negative = inhibition, most hits filed as inhibitors; active means well fitted inhibition curve with a large enough effect in the polarisation, with a control signal flat, not every such curve was filed as active; inconclusive means small, poorly fitted or top-dose-only effect, or effect the other way, or a change in a side signal; inactive means no such curve, though single readings can be large or run the other way; the % refers to the polarisation; further: potency means the concentration at half of the fitted maximal effect; % of control where 0% means no effect; many of its hits are not listed in these tables
USP2a block = blocks human ubiquitin-specific protease USP2a; O75604; Potency, µM (titrated, usually from 38.3 µM), inactives show at the highest dose activity change, negative = inhibition, most hits filed as inhibitors; 330,000 compounds, 0.01% hits; USP2 core, Ub-CHOP2 coupled fluorogenic reporter, 485/531;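 further: potency means the concentration at half of the fitted maximal effect; plate controls were DMSO wells for no effect and full inhibition by NEM control for full effect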
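Deubiquitinase activity read as fluorescence (485/531 nm) after Ub-CHOP2 cleavage activates the enterokinase reporter on its substrate; USP2 core 10nM, Ub-CHOP2 and substrate 25nM each, 30min compound preincubation then 60min RT; data normalized to NEM, curves fitted.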
TSHR antagonist = human thyrotropin receptor antagonism. P16473. TSHR-expressing cells, TSH-stimulated cAMP HTRF, 2 h; active compounds read low. activity change, negative = inhibition, % at 11.5 µM. 330,000 compounds, 0.2% hits;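 active means activity change below a set negative limit, meaning inhibition stronger than a set level, cut at about -70% in these data; inconclusive means activity change between two set negative limits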; further: on the % scale 0 is the no-effect control and ±100 the full control effect
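Cell-based HTRF cAMP assay; TSHR cells + compound, TSH EC80 (4nM final), 2 h, 37 deg C. Lysis with anti-cAMP cryptate and cAMP-d2, 30 min RT, read 665/620 nm.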
BCR signal inh = blocks chronic active B-cell receptor signaling | ABC-DLBCL IkBa-CBG/CBR reporter, luminescence ratio, 4 h | Potency, µM (highest dose often 46.1 µM), inactives show at the top dose ratio change, negative = lower green/red ratio, hits mostly inhibitors | 340,000 compounds, 0.05% hits; active means well fitted inhibition curve with a large enough effect in the signal ratio, with a control signal flat, not every such curve was filed as active; inconclusive means small, poorly fitted or top-dose-only effect, or effect the other way, or a change in a side signal; the % refers to the signal ratio;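 further: potency means the concentration at half of the fitted maximal effect; plate controls were basal doxycycline-induced cells for no effect and cells given 10 µM MG132 for full effect; MG132 reads +100%, hits lower the ratio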
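Cell line TMD8 (human ABC DLBCL), stably expressing tet-inducible CBG68-IkBa fusion and CBR; IMDM/0.5% FBS; cpd up to 46 uM; dox induction, 4 h, 37C/5% CO2; dual luminescence; green/red ratio; MG132 control.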
S-ASM inh = blocks human secretory acid sphingomyelinase; P17405; placental ASM, HMU-PC fluorogenic substrate, 60 min; Potency, µM (series often up to 57.5 µM), for the others: at the highest dose activity change, negative = inhibition, most hits filed as inhibitors; 340,000 compounds, 0.006% hits; AID 504937; further: potency means the concentration at half of the fitted maximal effect
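HMU-PC0 cleavage (9 uM final) by human placental ASM, 60 min at 37 °C following 10 min compound exposure at RT; stopped at pH 10, fluorescence Ex 386/Em 447 nm.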
Mito fusion act = blocks mitochondrial division or promotes mitochondrial fusion | S. cerevisiae fusion-defective mutant growth rescue, CellTiterGlo 48 h | Potency, µM (titrated, usually from 46.1 µM), for inactives: at the highest dose growth rescue (activation), hits mostly activators | 320,000 compounds, 0.23% hits | AID 485298;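 further: potency means the concentration at half of the fitted maximal effect; % of control where 0% means no effect; nearly all actives have a fitted effect of over 45% in size; temperature-sensitive fusion mutants such as fzo1-1 at 37 °C on non-fermentable ethanol glycerol medium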
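Read-out: ATP-based luminescence (CellTiterGlo, 10 min ambient) reporting growth of fusion-defective ts yeast after 48 hours at 37C on glycerol/ethanol YPEG medium in the presence of compound.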
MBNL1-CUG inh = MBNL1-poly(CUG) RNA binding inhibition; Q9NR56; TR-FRET MBNL1-His/biotin-(CUG)12 binding, 665/545 ratio; Potency, µM (titrated, usually from 57.5 µM), inactives show at the top dose activity change, negative = inhibition, hits mostly inhibitors; 280,000 compounds, 0.036% hits; active means well fitted inhibition curve with a large enough effect in the signal ratio, with a control signal flat, not every such curve was filed as active; inconclusive means small, poorly fitted or top-dose-only effect, or effect the other way, or a change in a side signal; inactive means no such curve, though single readings can be large or run the other way; the % refers to the signal ratio; further: potency means the concentration at half of the fitted maximal effect; on the % scale 0 is the no-effect control and ±100 the full control effect
Target sequence (Q9NR56 whole entry, looked up): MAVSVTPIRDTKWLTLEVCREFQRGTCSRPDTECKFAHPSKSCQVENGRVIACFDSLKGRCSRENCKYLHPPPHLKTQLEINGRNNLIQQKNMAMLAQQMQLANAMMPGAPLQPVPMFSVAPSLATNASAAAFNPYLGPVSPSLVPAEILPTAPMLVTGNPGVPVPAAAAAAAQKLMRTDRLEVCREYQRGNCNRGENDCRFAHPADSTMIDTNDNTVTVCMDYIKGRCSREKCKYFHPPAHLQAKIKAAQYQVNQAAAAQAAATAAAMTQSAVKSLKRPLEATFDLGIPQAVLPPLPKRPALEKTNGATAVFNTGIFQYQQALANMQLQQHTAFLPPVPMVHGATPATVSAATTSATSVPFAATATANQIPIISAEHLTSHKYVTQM
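MBNL1-His + Biotin-(CUG)12, cpd titration 92 nM–58 uM; Tb anti-His Ab 0.055 ng/ul, SA-XL665 5 nM (final); 60 min RT; ratiometric 665/545 nm, Ex 340 nm; normalized to buffer and full-complex controls.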
KCNH2 WT inh = blocks the wildtype human KCNH2 potassium channel | Q12809 | U2OS, BacMam KCNH2, thallium flux FluxOr; active compounds read low | activity change, % at 1.84 µM | 340,000 compounds, 0.37% hits | AID 720551;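 active means maximum activity change below -70%; inconclusive means maximum activity change between -70% and -50%; inactive means maximum activity change above -50%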; further: on the % scale 0 is the no-effect control and ±100 the full control effect
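U2OS cells were transduced with wild-type KCNH2 virus (2.03 x 10^8 / mL) for 4 h at room temperature, then cultured overnight at 37 C. Thallium flux was read with FluxOr dye. Rate constants were normalized to DMSO controls.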
GALK inh = blocks human galactokinase activity; Potency, µM (titrated, usually from 57.5 µM), inactives show top-dose activity change, negative = inhibition, most hits filed as inhibitors; Purified GALK, Kinase-Glo residual ATP luminescence; 270,000 compounds, 0.007% hits; further: potency means the concentration at half of the fitted maximal effect; on the % scale 0 is the no-effect control and ±100 the full control effect
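GALK at 5 nM final was combined with compound, 35 uM ATP and 100 uM galactose in HEPES pH8.0 with MgCl2 and DTT. The reaction ran one hour at room temperature before luminescent ATP detection.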
Active calls of the source: *; ? = inconclusive; / = no result given; [ ] = remark or other dose. Unless noted, the call rests on the fitted dose curve; in most records, active means well fitted curve in the direction sought with a large enough effect; inconclusive means small, poorly fitted or top-dose-only effect, or another doubt; inactive means no such curve, though single readings can be large; an effect the other way counts as inactive or inconclusive. An excerpt. The share of hits here may be higher or lower than overall.

SMILES	PKM2 act	Eya2 inh	Menin-MLL TR inh	USP2a block	TSHR antagonist	BCR signal inh	S-ASM inh	Mito fusion act	MBNL1-CUG inh	KCNH2 WT inh	GALK inh
CCN(CC)S(=O)(=O)c1ccc(N(C)Cc2cccnc2)nc1	-7%	7%	-12%	0%	-9	?	2%	0%	-5%	0	0%
Cc1nc2cc(NC(=O)Nc3cccc([N+](=O)[O-])c3)ccc2n1C	1%	-13%	22%	1%	7	3%	-4%	-8%	?	2	4%
CC1CCCCC12NC(=O)N(CC(=O)N1CCN(C(=O)c3ccco3)CC1)C2=O (configuration not stated)	/	20%	/	5%	1	?	-1%	-1%	/	-3	/
CC1(C(=O)NCCCNc2ncc(C(F)(F)F)cc2Cl)C=CCN1C(=O)c1ccccc1 (configuration not stated)	2%	-10%	17%	1%	-4	?	0%	-3%	23%	-11	/
CC1(c2cccc(Br)c2)NC(=O)N(CC(=O)N2CCN(C(=O)c3ccco3)CC2)C1=O (configuration not stated)	/	-11%	/	1%	16	0%	1%	-4%	/	0	/
CC(C)c1ccc(CN2CCN(C(=O)CCl)CC2)cc1	-18%	-13%	-5%	6%	-6	?	5%	-2%	0%	/	0%
COc1ccc(OC)c(-n2c(N)c(C(=O)NCC3CCCO3)c3nc4ccccc4nc32)c1 (configuration not stated)	7%	6%	-3%	5%	-7	?	/	3%	18%	-37	0%
Cc1ccc(Cn2c(=O)n(CCC(=O)NCc3ccc4c(c3)OCO4)c(=O)c3ccccc32)cc1	-6%	2%	/	-1%	-2	-26%	-1%	0%	-1%	-7	-3%
Fc1ccc(CSc2nnc(-c3cccnc3)o2)cc1	8%	13%	-13%	7%	-12	7%	1%	5%	-13%	0	1%
O=C(COC(=O)c1ccc(F)cc1)NC1CC1	/	17%	/	0%	/	-11%	4%	8%	/	3	/
O=C(COC(=O)CNS(=O)(=O)c1ccc(F)c(F)c1F)NC1CCCC1	/	-3%	/	1%	8	8%	2%	-3%	/	-2	/
O=C(Cn1cnc2ccccc2c1=O)c1c[nH]c2ccccc12	3%	-13%	2%	-1%	-3	3%	-2%	-1%	1%	-1	-2%
C=CCNCC(=O)Nc1sc2c(c1C(=O)Nc1ccc(OC)cc1OC)CCC2	-3%	-6%	-4%	0%	10	-4%	?	3%	-2%	-7	2%
CCOc1ccc(CC(=O)Nc2ccc(NC(=O)c3ccco3)cc2)cc1OCC	2%	-4%	25%	-1%	3	-3%	10%	4%	4%	-1	-3%
COc1ccc2oc(C(=O)OCC(=O)NC3CC3)c(C)c2c1	-9%	15%	/	0%	9	10%	4%	0%	-4%	-10	5%
C1CCC(n2nnnc2CN2CCCC2)CC1	1%	5%	0%	0%	18	4%	1%	-4%	-6%	-10	3%
O=C1NC[C@H](c2ccccc2)N(CCc2cc(C(F)(F)F)cc(C(F)(F)F)c2)C1=O	-2%	-9%	/	3%	-1	-1%	-1%	-2%	-2%	-1	6%
COc1ccc(OC)c(NC(=O)CCCCCn2nnc3ccccc3c2=O)c1	/	-4%	3%	-1%	-3	?	-6%	-3%	6%	-3	0%
Cc1ccccc1NC(=O)C(NS(=O)(=O)c1ccc2c(c1)c(=O)n(C)c(=O)n2C)c1ccccc1 (configuration not stated)	-11%	-9%	-4%	-6%	-8	8%	1%	1%	4%	0	0%
O=C(NC(NC(=S)Nc1c(Cl)cccc1Cl)C(Cl)(Cl)Cl)OCc1ccccc1 (configuration not stated)	1%	-11%	?	-1%	-6	?	-7%	-8%	/	22	-2%
COc1ccc(CNC(=O)NCCc2c[nH]c3ccccc23)cc1	/	4%	1%	-1%	3	?	-1%	12%	0%	-1	4%
COc1ccc(-c2sc3cc4c(cc3c2C#Cc2ccc(N)cc2)OCO4)cc1	/	5%	/	0%	7	?	/	/	/	/	/
CC1CCC(NC(=O)C(Cc2ccccc2)n2cccc2)CC1 (configuration not stated)	-2%	-28%	/	-1%	-5	12%	-3%	4%	-1%	-1	/
O=C(CCc1ccc(S(=O)(=O)NC2CCCCC2)cc1)NCc1ccccn1	0%	-2%	-6%	1%	9	3%	0%	10%	?	-1	0%
COc1ccc(N2C(=NC(=O)C3CC3)SC3CS(=O)(=O)CC32)cc1Cl (configuration not stated)	/	14%	-9%	-1%	-4	?	8%	-2%	-7%	0	-4%
(listing goes on)
SMILES	PKM2 act	Eya2 inh	Menin-MLL TR inh	USP2a block	TSHR antagonist	BCR signal inh	S-ASM inh	Mito fusion act	MBNL1-CUG inh	KCNH2 WT inh	GALK inh
CC(C)=CCC[C@](C)(O[C@@H]1O[C@H](CO[C@@H]2OC[C@H](O[C@@H]3OC[C@@H](O)[C@H](O)[C@H]3O)[C@H](O)[C@H]2O)[C@@H](O)[C@H](O)[C@H]1O)C1CC[C@]2(C)C1[C@H](O)CC1[C@@]3(C)CC[C@H](O)C(C)(C)C3[C@@H](O)C[C@]12C (some centres not stated)	/	-9%	/	2%	-8	1%	1%	/	/	-16	/
CCOC(=O)c1[nH]c2ccc(OCC)cc2c1NC(=O)CN1CCN(c2ccccc2)CC1	0%	8%	11%	-1%	-4	2%	32%	1%	13%	5	-2%
CC(C)(O)[C@H]1Cc2cc3ccc(=O)oc3cc2O1	/	5%	8%	5%	2	-2%	54%[activator]	2%	33%[activator]	1	0%
COc1ccc(NC(=O)C2CCCO2)cc1Cl (configuration not stated)	-2%	17%	-3%	0%	22	?	3%	1%	0%	-3	-3%
NS(=O)(=O)c1ccc(NC(=S)NNC(=O)c2cccs2)cc1	-2%	3%	16%	0%	-6	?	1%	6%	8%	4	0%
O=C(CSc1ccc2c(c1)OCCO2)N1CCN(c2ccccc2O)CC1	/	0%	/	-1%	-8	8%	0%	4%	/	3	/
Cc1noc(/C=C/N(C)C)c1S(=O)(=O)N1CCCC(C(=O)NC2CCCCC2C)C1 (configuration not stated)	-11%	3%	-2%	-17%	22	?	3%	-4%	1%	-8	2%
O=C1CC2(CCN(C(=O)c3c(F)cccc3Cl)CC2)Oc2ccccc21	/	4%	/	1%	-23	?	1%	4%	/	-1	/
CCc1cccc(OCC2Cn3c(nc4c3c(=O)n(C)c(=O)n4C)O2)c1 (configuration not stated)	5%[11.5 µM]	14%	-1%	-1%	-10	-3%	-1%	0%	-2%	-1	7%
Cc1nc2ccccc2c(=O)n1/N=C1\C(=O)N(C)c2ccccc21	14%	0%	-3%	2%	-6	-1%	/	-1%	2%	/	-1%
Cc1sc2ncnc(OCC(=O)NCC3CCCO3)c2c1C (configuration not stated)	4%	5%	0%	-2%	10	0%	1%	2%	-4%	4	6%
CCOC(=O)N1CCN(c2c(NC3CCN(Cc4ccccc4)CC3)c(=O)c2=O)CC1	-6%	0%	-13%	0%	0	4%	7%	2%	13%	5	1%
COC(=O)c1c(O)ccc(Oc2ccccc2)c1C(=O)OC	4%	3%	-1%	0%	-7	5%	6%	5%	-5%	-7	-3%
